# Screening data deposited in PubChem BioAssay by several laboratories.
# Insulin prom inh = TRM-6 insulin promoter activity inhibition. inhibition, % at 2 µM. 130,000 tested, 0.9% active. TRM-6 cells (human fetal islet line), insulin promoter-eGFP reporter, imaging; reporter expression induced with tamoxifen;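 active = inhibition above the mean plus 3 SD, with well images judged a real hit on visual review, cut at about 60% in these data, passing the limit was not always enough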
# SDO1 yeast rescue = sdo1-depleted yeast growth rescue | S. cerevisiae sdo1-depleted JHY4D growth rescue, OD600 30 h; active compounds read high; pdr5 snq2 efflux-pump mutant strain | z-score at 10 µM | 140,000 tested, 0.21% active | AID 817;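 active = z-score above 3 at both the 24 hr and the 30 hr optical density reads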;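 note: z-score against mean and SD of all compound wells on the same plate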
# SDO1 yeast rescue Rescue 24 h = further read-out of SDO1 yeast rescue, marked with its call; z-score; S. cerevisiae sdo1-depleted JHY4D growth rescue, OD600; measured here: growth rescue at 24 h;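 0 is the plate mean of compound wells and units are plate SD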
# * hit, by the source's call; i = inactive; · = no result given.
# Every second line gives: Insulin prom inh	SDO1 yeast rescue	SDO1 yeast rescue Rescue 24 h
CCOC(=O)N1CCC2(CC1)CC(=O)c1c(ccc3oc(C(=O)O)c(C)c13)O2
  16	0.68	-0.31
CCOC(=O)C1CCCN(c2ccc(NC(=O)c3snc4c(=O)[nH]c(C)nc34)cc2)C1 (stereo not drawn)
  16	0.1	1.4
C=CCn1cccc(C(=O)Nc2ccc(OC)c(OC)c2)c1=O
  4	·	·
COc1ccc(C(CC(=O)NCc2ccco2)c2ccc(F)cc2)cc1 (stereo not drawn)
  -19	-0.7	-0.57
N#CCC(=O)N/N=C1\CCCCC1C1CCCCC1 (stereo not drawn)
  ·	1.2	1.4
COC(=O)c1ccccc1NC(=O)CSc1ccccn1
  ·	0.19	0.19
COc1ccc(-c2nc(CS(=O)(=O)CC(=O)Nc3ccc(Cl)cc3)c(C)o2)cc1
  ·	-0.74	0.97
CCSc1nnc(NC(=O)C2CC=CCC2C(=O)O)s1 (stereo not drawn)
  46	0.03	-1
O=C(Nc1cccc(F)c1)c1ccc(CSc2ccccc2)o1
  -20	-1.2	-0.77
NC(=O)Cn1c(S(=O)(=O)Cc2ccccc2)nc2ccccc21
  -52	·	·
COc1ccc(NC(=O)CN(c2ccc(C)cc2)S(C)(=O)=O)c(OC)c1
  -32	-0.27	-1.1
CC(=O)Nc1c(C(=O)N2CCN(c3ccccn3)CC2)cnn1-c1ccc(C)cc1
  7	1.2	0
CCOC(=O)c1sc(NC(=O)CSc2nc(-c3ccco3)cc(C(F)(F)F)n2)c(C#N)c1C
  26	-1	0.11
COc1ccc(CNc2nc3nc(-c4ccccc4)cc(=O)n3[nH]2)cc1OC
  44	1	0.53
CCS(=O)(=O)Nc1ccc2c(c1)N(C(C)=O)c1ccccc1CC2
  -29	0.33	-0.13
COc1ccccc1-n1c(SCC(=O)N2CCCC2)nc2cccnc21
  56	0.93	0.2
COc1ccccc1OCCSc1nnc(C)n1-c1ccccc1
  -83	0.34	0.06
CCOC(=O)N1CCN(C(=O)c2cnn3c(C)c(Cc4ccc(C)cc4)c(C)nc23)CC1
  ·	-0.02	0.25
CCOc1cc(CNc2ccc3c(c2)CCC3)ccc1OC
  6	0.52	-0.1
CCOC(=O)c1c(N)nn(C(=O)C(C)C)c1-c1ccc(OC)cc1
  79*	-0.15	-0.23
CC(=O)Nc1cnc2ccccc2n1
  -4	1	1.1
CC(=O)c1c(N2CCOCC2)nc(=S)n(Cc2ccccc2)c1C
  -50	0.85	0.02
Cc1cc(C)n(C(=O)C(C)n2nc([N+](=O)[O-])c(Br)c2C)n1 (stereo not drawn)
  ·	1.7	2.3
CSc1ccc(CNc2ccc(C)cc2)cc1
  ·	-0.72	-1
COc1ccc(C(=O)Nc2ccc(-c3ccc(C)o3)cc2)cc1S(=O)(=O)N1CCOCC1
  -33	-0.21	0.04
CC(C)CC(OC(=O)c1cccs1)C(=O)NCc1cccs1 (stereo not drawn)
  -27	0.2	-0.22
CC1CCCN(C(=O)CCS(=O)(=O)Cc2ccccc2)C1 (stereo not drawn)
  22	-0.15	-0.24
CCC1NC(=S)NC(C)=C1C(=O)c1ccccc1 (stereo not drawn)
  35	·	·
CCCC(=O)Nc1c2c(nn1-c1ccc(C)cc1C)CSC2
  -33	0.61	0.91
CCOC(=O)CSc1nc2cc3c(cc2cc1C)OCO3
  50	·	·

# A stretch from further up, as a working copy:
# Every second line gives: Insulin prom inh	SDO1 yeast rescue	SDO1 yeast rescue Rescue 24 h
CC1CCCN(C(=O)CCS(=O)(=O)Cc2ccccc2)C1 (stereo not drawn)
  22	-0.15	-0.24
CCC1NC(=S)NC(C)=C1C(=O)c1ccccc1 (stereo not drawn)
  35	·	·
CCCC(=O)Nc1c2c(nn1-c1ccc(C)cc1C)CSC2
  -33	0.61	0.91
CCOC(=O)CSc1nc2cc3c(cc2cc1C)OCO3
  50	·	·

# Following part
# Every second line gives: Insulin prom inh	SDO1 yeast rescue	SDO1 yeast rescue Rescue 24 h
Cc1ccc(C)c(S(=O)(=O)NC(Cc2c[nH]c3ccccc23)C(=O)O)c1 (stereo not drawn)
  0	·	·
c1ccc(Cn2cnc3ccccc32)cc1
  -60	-0.43	0.06
COc1ccc(OC)c(C2C3=C(CCCC3=O)Nc3nnnn32)c1 (stereo not drawn)
  0	0.87	1.2
O=C(c1cc(-c2ccc3c(c2)OCO3)on1)N1CCN(c2ccc(F)cc2)CC1
  ·	-1.7	-0.76
O=C(Nc1cc(S(=O)(=O)N2CCOCC2)ccc1N1CCOCC1)c1ccc(S(=O)(=O)N2CCCCC2)cc1
  14	·	·
CCC(C)C(=O)Nc1cc(OC)c(OC)cc1C(=O)O (stereo not drawn)
  16	0.84	0.35
CCCOc1ccc(C(=O)Nc2ccc(Cl)cn2)cc1
  -67	-0.83	-1.2
O=C(COc1ccccc1)c1cn(CC(=O)N2CCOCC2)c2ccccc12
  -183	1.5	1.8
Cc1[nH]c2ccccc2c1C(Nc1nccs1)c1ccncc1 (stereo not drawn)
  ·	0.54	0.28
C/C(Cn1cnc([N+](=O)[O-])n1)=N\NC(=O)c1ccncc1
  -67	0.84	0.66
C=CCSc1nnc(NC(=O)CSc2ccccn2)s1
  -425	0.87	1.2
COc1cccc(C(=O)Nc2nc(-c3ccc(S(=O)(=O)N4CCOCC4)cc3)cs2)c1
  -251	-0.58	0.73
COc1cc(C(=O)N2CCC(NC(=O)C(Cc3ccccc3)NC(C)=O)CC2)cc(OC)c1OC (stereo not drawn)
  ·	0.46	0.01
CCOC(=O)c1cc2occc2n1CC(=O)NC1CCCCC1C (stereo not drawn)
  50	0.18	0.07
CCn1c2ccccc2c2cc(CN3CCN(C(=O)c4ccco4)CC3)ccc21
  ·	-1	-0.04
O=C(Nc1ccccc1)c1sc(N2CCOCC2)nc1-c1ccccc1
  ·	-1.2	-1.1
CC(c1ccc(F)cc1)n1c(-c2ccc3ccccc3n2)n[nH]c1=S (stereo not drawn)
  ·	-0.63	-0.4
Brc1ccc2ncnc(Nc3cccc4ccccc34)c2c1
  10	-0.75	-0.48
O=C(Oc1ccc(C(=S)N2CCOCC2)cc1Br)c1cc(Cl)ccc1Cl
  -110	-0.83	-0.23
CCN(CC)c1ccc(/C=N/NC(=O)c2c(Cl)c(C)nn2C)cc1
  16	0.08	-0.08
CC1(C)CC(=O)C2=C(C1)N(c1ncn[nH]1)C(N)=C(C#N)C2c1ccccc1 (stereo not drawn)
  -37	0.28	0.23
O=C(CNC(=S)N(Cc1ccccc1F)C1CCCCC1)NC1CC1
  -60	-0.09	-0.59
CC(=O)Nc1ccc(C(=O)/C=C/c2ccco2)cc1
  ·	0.81	0.53
COc1cccc(CC2(CO)CCN(Cc3cn(C)nc3C)CC2)c1
  44	·	·
N#Cc1ncc(-c2ccc3c(c2)OCCOCCOCCOCCOCCO3)nc1C#N
  -123	-2.2	-1.2
COc1ccccc1CN(Cc1ccco1)S(=O)(=O)c1ccc(-n2cnnn2)c(OC)c1
  -34	-0.57	0.07
COCCN(C(=O)Cc1cccs1)C(C(=O)NCc1ccc(OC)cc1)c1ccc(C(C)C)cc1 (stereo not drawn)
  ·	-0.68	-0.63
O=C1C2=C(c3ccccc31)[N+](=O)[C@@H]1CCCC[C@@H]1N2[O-]
  ·	0.81	1.6
COC(=O)/C=C1/S/C(=N/NC(=O)c2ccccc2C)NC1=O
  -12	0.64	0.3
Cc1ccc(SCCc2cc[n+](CC(=O)c3ccccc3)cc2)cc1
  -157	·	·

# Ordered by heavy-atom count (ascending): part of the list above.
# Every second line gives: Insulin prom inh	SDO1 yeast rescue	SDO1 yeast rescue Rescue 24 h
c1ccc(Cn2cnc3ccccc32)cc1
  -60	-0.43	0.06
C=CCSc1nnc(NC(=O)CSc2ccccn2)s1
  -425	0.87	1.2
C/C(Cn1cnc([N+](=O)[O-])n1)=N\NC(=O)c1ccncc1
  -67	0.84	0.66
CC(c1ccc(F)cc1)n1c(-c2ccc3ccccc3n2)n[nH]c1=S (stereo not drawn)
  ·	-0.63	-0.4

# (next part)
# Every second line gives: Insulin prom inh	SDO1 yeast rescue	SDO1 yeast rescue Rescue 24 h
Cc1ccc(-n2nc(N)c3c(=O)oc(N(C)C)nc32)cc1
  32	0.4	1.6
Cc1nc(SCCO)c2oc3ccccc3c2n1
  42	1.2	3
COc1ccc(OCC(=O)N/N=C/C2CC=CCC2)cc1 (stereo not drawn)
  31	·	·
CCSc1nnc(NC(=O)Cc2ccc(OC)c(S(=O)(=O)N3CCOCC3)c2)s1
  ·	1.1	0.95
Cc1cccc2sc(NC(=O)C3=NN(c4ccccc4)C(=O)CC3)nc12
  ·	-0.77	-1
N/C(=N\OC(=O)c1cc(-c2ccccc2)nc2ccccc12)c1ccncc1
  ·	-2.2	-1.5
Cc1ccc(CSc2ccc(C(=O)N3CCOCC3)cc2[N+](=O)[O-])cc1
  -33	·	·
Cc1sc2nc(-c3ccco3)oc(=O)c2c1C
  3	-0.89	-1.6
CC(C)(C)C(=O)CN1CCN(S(=O)(=O)c2ccc(F)cc2)CC1
  -9	-0.03	-0.81
O=C(Cn1nc(-c2ccc(N3CCOCC3)c([N+](=O)[O-])c2)c2ccccc2c1=O)N1CCCCC1
  4	0.01	-0.36
Cn1c(=O)c2c(ncn2CC(=O)Nc2nnc(Cc3ccccc3)s2)n(C)c1=O
  -42	0.4	-0.69
COc1ccc(OC)c(CCNC(=O)CS(=O)(=O)Cc2nc(-c3ccccc3C)oc2C)c1
  -131	-1.1	-0.65
CCOC(=O)c1c(-c2ccccc2)nc2cc(C)ccn12
  -35	-1.7	-0.93
Cc1ccc(NC(=O)CCC(=O)NNC(=O)COc2ccccc2)c(C)c1
  -4	-0.12	-0.5
COc1ccc([N+](=O)[O-])cc1COc1cc(C)cc2oc(=O)cc(-c3ccccc3)c12
  ·	0.29	0.83
CC1(C)c2ssc(=S)c2-c2ccccc2N1C(=O)CSC1=NCCS1
  58	-1.4	-1
COc1ccc(-c2ccc(CCC(=O)O)n2NC(=O)c2cccs2)cc1
  47	0.18	-0.15
CCC(C)c1ccc(O)c(NC(=O)c2cccnc2)c1 (stereo not drawn)
  ·	-0.05	-0.39
CN1CCc2c(sc(N)c2C(N)=O)C1
  41	0.56	0.06
Cc1oc(-c2cccc(Cl)c2)nc1CN(C)C1CCOC1 (stereo not drawn)
  -29	·	·
Oc1ccc(Cl)cc1C1=Nc2ccccc2N=C(c2ccco2)C1
  -311	-2.4	-0.6
Cc1cc(=O)n2[nH]c(-c3ccc(C(C)(C)C)cc3)cc2n1
  -36	1.2	0.28
COc1cc(C2NC(=O)CS2)cc(OC)c1OC (stereo not drawn)
  -19	0.98	-0.12
COC(=O)c1cn(CC(=O)NCc2cccs2)c2ccccc12
  14	0.37	-0.09
CCN(CC(=O)Nc1ccc2c(c1)OCCO2)S(=O)(=O)c1ccc(C)cc1
  -43	-0.59	-0.38
Cc1cc(C)nc(/N=C(\N)Nc2ccc(C)c([N+](=O)[O-])c2)n1
  ·	0.96	1
COc1ccccc1NC(=O)N(Cc1ccccc1)c1ccccn1
  -5	-2.2	-1.5
CC(C)Cn1nc(C(=O)OCC(=O)NCC(F)(F)F)c2ccccc2c1=O
  -71	·	·
Cc1ccc2c(c1)c1c(n2C)C(C(N)=O)CCC1 (stereo not drawn)
  -111	0.52	0.52
O=C1CCCCC1c1cccc2ccccc12 (stereo not drawn)
  -58	0.69	0.95

# Next part; the last 3 above are carried over.
# Every second line gives: Insulin prom inh	SDO1 yeast rescue	SDO1 yeast rescue Rescue 24 h
CC(C)Cn1nc(C(=O)OCC(=O)NCC(F)(F)F)c2ccccc2c1=O
  -71	·	·
Cc1ccc2c(c1)c1c(n2C)C(C(N)=O)CCC1 (stereo not drawn)
  -111	0.52	0.52
O=C1CCCCC1c1cccc2ccccc12 (stereo not drawn)
  -58	0.69	0.95
O=C(COC(=O)c1cncc(Br)c1)NCCC1=CCCCC1
  19	-0.67	-1.3
Cc1ccnc(NC(=O)Nc2ccc3c(c2)N(C)C(=O)CS3)c1
  -93	-0.33	0.03
Cc1cc(C)c(C#N)c(SCc2ccccc2)n1
  i	-0.86	-1.1
CCc1nnc(NC(=O)C2(C)COC(c3ccc(OC)cc3)OC2)s1 (stereo not drawn)
  0	·	·
CC(C)C(=O)OC/C(O)=C(\C#N)c1nc2ccccc2[nH]1
  -29	·	·
Cc1cccc(-n2cc(-c3ccccc3)c3c(NN4CCOCC4)ncnc32)c1
  38	-0.69	0.25
CCCC(C)NC(C)C(=O)NC1CCCC1 (stereo not drawn)
  ·	1.8	2
COc1ccc2cc(C(c3nnnn3C(C)(C)C)N3CCc4ccccc4C3)c(=O)[nH]c2c1 (stereo not drawn)
  ·	-0.32	-0.75
CCCCn1c(SCC(=O)N2c3ccccc3Sc3ccccc32)nc2c1c(=O)n(C)c(=O)n2C
  -67	-1.1	-0.73
C=CCn1c(C)cc(C(=O)CSc2nnc(-c3cccc(S(=O)(=O)N(CC)CC)c3)o2)c1C
  14	-0.26	-0.54
Cc1ccc(NC(=O)COC(=O)CCC(=O)c2cccs2)cc1S(=O)(=O)N1CCOCC1
  -4	0.07	0.33
C[C@@H](C(=O)Nc1ccc2ccccc2c1)[C@H]1C[C@]1(C)[C@H](NS(=O)(=O)c1ccccc1)c1ccccc1
  -100	-1.3	-0.96
CCOC(=O)c1c(C)n(C)c2ccc(OC)c(NC(=O)CN3CCN(C4CCCCC4)CC3)c12
  13	-0.19	-0.82
COc1ccc(-c2[nH]c(-c3cccc(OC)c3)nc2SCC(=O)NCc2ccco2)cc1
  ·	6.9	1.9

# These rows are one share of the data; count on the stated rates, not on these rows.
